Screens deposited in PubChem by several laboratories.
SUMO1-SIM PPI – modulators of human SUMO1-mediated protein-protein interactions; P63165; inhibition, % at 20 µM; actives 0.33% (n = 360,000); SUMO1 binding to a labelled peptide, TR-FRET, 1 h; in the data active = inhibition above about 37%
Target sequence (P63165 whole entry, looked up): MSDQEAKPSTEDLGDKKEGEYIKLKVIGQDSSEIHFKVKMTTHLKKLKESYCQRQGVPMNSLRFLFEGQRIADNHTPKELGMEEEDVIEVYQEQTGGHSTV
MLLE-PAM2 inh – blocks PAM2 peptide binding to the PABP1 MLLE domain. actives 0.36% (n = 360,000). P11940. GST-MLLE / FITC-PAM2 fluorescence polarization. inhibition, % at 20 µM; in the data active = inhibition above about 35%, passing the limit was not always enough;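 note: plate controls were DMSO wells with GST-MLLE for no effect and wells lacking GST-MLLE protein for full effect; some results filed as inactive read as strong as hits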
Rpn11 block – inhibitors of human proteasome Rpn11 | actives 0.59% (n = 360,000) | AID 588493 | calls only at 20 µM | human 26S proteasome, Ub4-pepOG fluorescence polarization; 20S core pre-blocked with epoxomicin;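 active = inhibition at 20 µM, scaled to each plate's controls, above about 33%, limit read from the data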
Target sequence (O00487 whole entry, looked up): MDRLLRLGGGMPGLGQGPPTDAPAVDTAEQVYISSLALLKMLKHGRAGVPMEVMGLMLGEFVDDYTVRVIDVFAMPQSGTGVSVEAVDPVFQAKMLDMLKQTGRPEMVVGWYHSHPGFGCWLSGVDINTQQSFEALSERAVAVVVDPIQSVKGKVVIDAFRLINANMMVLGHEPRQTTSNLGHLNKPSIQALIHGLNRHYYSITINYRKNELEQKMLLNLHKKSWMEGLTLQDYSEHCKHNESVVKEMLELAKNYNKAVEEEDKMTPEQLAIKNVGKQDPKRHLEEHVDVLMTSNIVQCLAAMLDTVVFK
DNMT1 block – blocks human DNA methyltransferase DNMT1 | P26358 | DNMT1 molecular beacon, Hinp1I cleavage, fluorescence | inhibition (reported as % activation of signal), % at 10 µM | actives 0.83% (n = 360,000) | AID 588458; in the data active = inhibition above about 50%
Tb MetRS inh – Trypanosoma brucei MetRS inhibition. purified T. brucei MetRS, ATP depletion, Kinase-Glo luminescence. inhibition, % at 11.9 µM. actives 0.4% (n = 360,000). AID 624268;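 active = inhibition above a per-plate cutoff of the control wells' mean inhibition plus 3 SD, cut at about 5.5% in these data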;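 note: 0% = DMSO wells median and 100% = median of wells with control inhibitor compound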
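System: purified T. brucei MetRS enzyme / Detection: Kinase-Glo luciferase luminescence reporting remaining unconsumed ATP / Medium: HEPES buffer with MgCl2, KCl, DTT, spermine, BSA, pyrophosphatase / Replication: singlicate, one well per compound / Evaluation: percent inhibition relative to median high and low control wells / Schedule: 2 h aminoacylation at 25 °C after 15 min preincubation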
Scp1 inh – Scp-1 (human) phosphatase inhibition; Q9GZU7; Recombinant Scp1, phosphopeptide, malachite green phosphate absorbance; inhibition, % at 20 µM; actives 0.88% (n = 340,000); AID 493091;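 active = inhibition above about 50% at 20 µM, limit read from the data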;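 note: plate controls were DMSO wells with enzyme for no effect and wells lacking enzyme for full effect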
Target sequence (Q9GZU7 76-261 limits assumed): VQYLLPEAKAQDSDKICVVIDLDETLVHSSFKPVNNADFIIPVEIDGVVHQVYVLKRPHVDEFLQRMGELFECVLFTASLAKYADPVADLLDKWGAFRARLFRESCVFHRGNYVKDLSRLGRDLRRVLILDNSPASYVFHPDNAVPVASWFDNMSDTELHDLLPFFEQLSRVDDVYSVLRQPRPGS
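Test system: SCP-1 catalytic domain; Buffer or medium: Acidic Tris acetate buffer with magnesium and detergent; Also added: Phosphorylated 17-residue peptide substrate; Compound: single 20 µM dose, 1% DMSO; Schedule: enzyme reaction 45 min at room temperature, colour 5 min, stabilisation 30 min; Signal: Phosphate-binding colour reagent, absorbance read at 630 nm.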
CSN inh – blocks human CSN-mediated cullin deneddylation | Q92905 | Purified CSN, SCF-Nedd8-OG deneddylation, fluorescence polarization | inhibition, % at 12.5 µM | actives 0.38% (n = 360,000) | AID 651999;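 active = pattern-corrected inhibition above about 35%, with an unprinted fluorescence ratio check between 0.5 and 1.5, limit read from the data, passing the limit was not always enough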;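 note: 0% = enzyme with substrate and 100% = substrate without enzyme; some results filed as inactive read as strong as hits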
Target sequence (Q92905 whole entry, looked up, one chain of several): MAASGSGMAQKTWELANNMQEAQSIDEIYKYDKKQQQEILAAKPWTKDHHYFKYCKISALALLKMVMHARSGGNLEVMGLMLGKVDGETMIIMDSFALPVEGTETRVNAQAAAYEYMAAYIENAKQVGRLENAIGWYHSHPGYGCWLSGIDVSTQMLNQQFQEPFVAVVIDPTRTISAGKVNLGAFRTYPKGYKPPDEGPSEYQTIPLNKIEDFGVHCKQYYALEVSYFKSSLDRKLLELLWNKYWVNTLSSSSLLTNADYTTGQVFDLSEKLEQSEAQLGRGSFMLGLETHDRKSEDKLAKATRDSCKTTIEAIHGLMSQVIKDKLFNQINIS
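test system = HEK293T-derived human Csn5 enzyme | amount = 0.24 nM Csn5 enzyme, final concentration | medium = Tris/NaCl/DTT buffer, pH 7.5 | schedule = 90 min reaction at room temperature | signal = FP | evaluation = inhibition of Csn5 cleavage, % | compound dosing = single dose of 12.5 µM compound with 0.25% DMSO | probe or stimulus = 10 nM SCFSkp2-Nedd8OG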
LMPTP block – LMPTP (human) inhibition | P24666 | recombinant LMPTP-A, OMFP fluorogenic substrate, fluorescence intensity | inhibition, % at 20 µM | actives 0.22% (n = 360,000) | AID 651560;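 active = compounds that cut the enzyme signal by at least half of the control window in the single-dose screen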;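 note: plate controls were DMSO wells with enzyme plus substrate for no effect and substrate without enzyme for full effect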
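Test system: LMPTP-A, protein tyrosine phosphatase of low molecular weight; Input: 0.625 nM enzyme; Incubation: 50 min dark incubation at room temperature; Signal: endpoint fluorescence intensity from OMFP dephosphorylation; Read-out basis: % inhibition versus control wells.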
NadD inh – inhibitors of Staphylococcus aureus NadD | AID 602399 | purified NadD enzyme, colorimetric absorbance read-out | inhibition, % at 20 µM | actives 0.78% (n = 360,000); in the data active = inhibition above about 26%; note: some compounds past the cut are filed as inactive
STEP inh – blocks human striatal-enriched tyrosine phosphatase; P54829; recombinant STEP, OMFP fluorogenic substrate, fluorescence; inhibition, % at 20 µM; actives 0.25% (n = 360,000); AID 588621;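 active = inhibition at 20 µM, scaled per plate between control wells, above about 37%, limit read from the data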;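 note: 0% = DMSO with enzyme and substrate and 100% = substrate only without enzyme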
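Assay system: isolated STEP enzyme. Buffer or medium: pH 6.0 Bis-Tris with DTT and Tween 20. Also added: fluorogenic phosphatase substrate OMFP at 25 µM final. Dosing: 20 µM, 1% DMSO. Timing: 20 min reaction, room temperature, in the dark. Measured by: fluorescence intensity, excitation 480 nm, emission 540 nm. Evaluation: normalized % inhibition.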
Numbers without * were called inactive; i = inactive; . = no result given; + = active, no number.

nr	molecule	SUMO1-SIM PPI	MLLE-PAM2 inh	Rpn11 block	DNMT1 block	Tb MetRS inh
1	CCOC(=O)N1CCC(N(CCN(C)C)C(=S)Nc2cccc(Cl)c2)CC1	1	23	i	-4	0.2
2	CCOc1cc(/C=C2/NC(=O)N(CC(=O)Nc3cccc(C)c3)C2=O)ccc1OC	-10	7	i	4	-0.1
3	O=C(NC12CC3CC(CC(C3)C1)C2)c1cccc([N+](=O)[O-])c1	-13	1	i	0	-0.5
4	C=CCOc1c(Cl)cc(CNCCC)cc1Cl	3	5	i	26	-1.1
5	CCOc1ccc(/C=C2\C(=O)c3ccccc3OC2c2ccccc2)cc1 (stereo not drawn)	0	14	i	0	-0.8
6	CN(CC(=O)Nc1ccccc1C(F)(F)F)C(=O)CSCc1ccc(Cl)c(Cl)c1	0	0	i	0	-0.3
7	CCCC(=O)Nc1cc(C(=O)O)ccc1Sc1ccccc1	-2	25	i	2	-0.1
8	Cc1sc2ncnc(SCC(=O)NC(=O)NCc3ccco3)c2c1C	4	12	i	69*	-0.4
9	CC(C)(C)c1ccc(OCc2ccc(C(=O)NN)o2)cc1	2	7	i	-4	0.2
10	Brc1ccc(N=C(c2ccccc2)c2ccncc2)cc1	3	-9	i	3	0.2
11	COc1ccccc1N1CCN(C(=O)COc2cc(C)ccc2C)CC1	3	13	i	-1	-0.4
12	CCCCCn1c(N2CCN(c3cccc(Cl)c3)CC2)nc2c1c(=O)[nH]c(=O)n2C	-1	14	i	-5	1.2

nr	Scp1 inh	CSN inh	LMPTP block	NadD inh	STEP inh
1	-7	-2	-5.4	-10	-2
2	1	3	-0.3	2	1
3	-2	-1	1.1	1	3
4	7	-1	-1.1	-1	-4
5	-7	0	2.7	-5	4
6	-5	-2	1.3	-4	1
7	1	-1	-1.3	1	-1
8	57*	10	13	9	8
9	-7	0	1.9	5	7
10	-6	1	-1.2	-2	10
11	-7	-15	-0.8	-4	-1
12	-2	1	1.8	4	0

Carrying on.
nr	molecule	SUMO1-SIM PPI	MLLE-PAM2 inh	Rpn11 block	DNMT1 block	Tb MetRS inh
13	C[n+]1ccccc1/C=C/c1ccccc1Cl	-7	-94	i	1	-1.1
14	COc1ccc2nc(NCCCNC(=O)c3cc(OC)c(OC)c(OC)c3)c(C#N)cc2c1	-7	13	i	-6	-0.4
15	CC(C)OCCCNC(=O)CNC(=O)c1ccc(Cl)c(Cl)c1	-1	-5	i	0	-0.1
16	C[C@H](CO)N1C[C@H](C)[C@@H](CN(C)C(=O)Nc2ccc(C(F)(F)F)cc2)Oc2c(NC(=O)Cc3ccccc3)cccc2C1=O	0	-11	i	2	-0.3
17	CCCc1cc(C(=O)Nc2nccs2)cs1	1	-15	i	-3	-0.8
18	CC1(C)C(=O)C=CC(=O)C(C)(C)C(=O)C=CC(=O)C(C)(C)C2=CC=C(O2)C(C)(C)C(=O)C=CC1=O	-18	14	i	-10	-0.4
19	CCOC(=O)c1cccc(NC(=O)Nc2cc(OC)ccc2OC)c1	-1	-16	i	-7	-0.1
20	CCCCN(Cc1ccccc1)C(=O)C1CCC(=O)N(CCc2ccccn2)C1 (stereo not drawn)	-1	-1	i	3	-0.1
21	CCC(C)NC(=O)Cn1cc(S(=O)(=O)N2CCN(c3ccccc3F)CC2)c2ccccc2c1=O (stereo not drawn)	-1	-1	i	-3	-1.0
22	CCOC(=O)CSc1nc2sc3c(c2c(=O)[nH]1)CCCC3	1	-11	i	0	-0.2
23	Cc1ccc(S(=O)(=O)C2(S(=O)(=O)c3ccc(C)cc3)CCCC2)cc1	2	-1	i	-6	-1.1
24	O=C(NCc1ccccn1)[C@@H]1CCCN1C(=O)[C@@H]1CCCN1C(=O)c1cccs1	1	.	.	.	-0.2

nr	Scp1 inh	CSN inh	LMPTP block	NadD inh	STEP inh
13	98*	2	-3.4	15	-2
14	-2	5	-0.2	0	-3
15	-4	1	-1.6	-5	-3
16	-6	4	-1.5	-5	-4
17	0	-13	-0.8	-10	0
18	-16	4	-1.0	-1	1
19	-13	-1	3.2	-12	1
20	-5	0	3.7	-2	0
21	-3	2	1.9	2	-1
22	-1	-1	0.4	0	2
23	-7	-1	1.7	-5	0
24	.	2	-1.8	1	.

(next part)
nr	molecule	SUMO1-SIM PPI	MLLE-PAM2 inh	Rpn11 block	DNMT1 block	Tb MetRS inh
25	O=S(=O)(c1ccc(Br)s1)N1CCN(c2ccccc2)CC1	-4	-38	+	-2	-0.4
26	COc1cccc(/C=N\NS(=O)(=O)c2ccccc2)c1OC	4	-23	i	2	-0.3
27	C/C(CC1CC2=C(CC1(C)C)C(C)(C)CCC2)=N\NC(N)=S (stereo not drawn)	5	30	i	13	-1.5
28	Cc1ccc(S(=O)(=O)N2CCOCC2)cc1NC(=O)COC(=O)c1ccco1	-2	-17	i	2	-0.5
29	NC(=O)c1ncn([C@@H]2O[C@H](CO)[C@@H](O)[C@H]2O)n1	0	-6	i	2	-1.0
30	CCC(C(=O)NC(C)(C)C)N(Cc1ccc(OC)cc1)C(=O)c1snc(C(N)=O)c1N (stereo not drawn)	-5	-4	i	6	-0.1
31	Cc1cc(NC(=O)COC(=O)CCC(=O)c2ccc(F)cc2)no1	-3	-20	i	5	-0.3
32	O=C(O)CCC(=O)NCc1cn(-c2ccccc2)nc1-c1cccc(Br)c1	6	3	i	-3	-0.7
33	COc1ccc(CCNC(=O)C(C(=O)c2ccc(F)cc2)n2ccccc2=O)cc1OC (stereo not drawn)	3	-5	i	4	-0.1
34	CCOC(=O)c1cc(-c2ccncc2)nc2c1c(C)nn2-c1ccccn1	-13	-6	i	-3	0.0
35	COc1cc(C(=O)NC2CC3CCCC(C2)N3CC(=O)Nc2ccccc2)cc(OC)c1OC (stereo not drawn)	-2	-1	i	-4	-0.2
36	CN(C)S(=O)(=O)c1ccc(N2CCCC2)c(C(=O)NCCc2ccc(F)cc2)c1	2	-3	i	2	-0.5

nr	Scp1 inh	CSN inh	LMPTP block	NadD inh	STEP inh
25	-5	-3	-0.3	6	-2
26	-2	-1	-1.7	-2	2
27	-1	0	-2.8	28	2
28	.	-13	-0.8	-1	-3
29	-6	-2	-0.9	5	-1
30	.	2	2.2	-1	0
31	-2	-2	0.9	1	0
32	-4	-4	0.0	-4	-9
33	-3	1	-1.5	2	-3
34	1	-6	-0.3	4	3
35	0	4	-0.2	-7	0
36	-2	-4	-0.8	-2	1

Fetched by compound from the entries so far (6):
nr	molecule	SUMO1-SIM PPI	MLLE-PAM2 inh	Rpn11 block	DNMT1 block	Tb MetRS inh
31	Cc1cc(NC(=O)COC(=O)CCC(=O)c2ccc(F)cc2)no1	-3	-20	i	5	-0.3
26	COc1cccc(/C=N\NS(=O)(=O)c2ccccc2)c1OC	4	-23	i	2	-0.3
32	O=C(O)CCC(=O)NCc1cn(-c2ccccc2)nc1-c1cccc(Br)c1	6	3	i	-3	-0.7
33	COc1ccc(CCNC(=O)C(C(=O)c2ccc(F)cc2)n2ccccc2=O)cc1OC (stereo not drawn)	3	-5	i	4	-0.1
28	Cc1ccc(S(=O)(=O)N2CCOCC2)cc1NC(=O)COC(=O)c1ccco1	-2	-17	i	2	-0.5
36	CN(C)S(=O)(=O)c1ccc(N2CCCC2)c(C(=O)NCCc2ccc(F)cc2)c1	2	-3	i	2	-0.5

nr	Scp1 inh	CSN inh	LMPTP block	NadD inh	STEP inh
31	-2	-2	0.9	1	0
26	-2	-1	-1.7	-2	2
32	-4	-4	0.0	-4	-9
33	-3	1	-1.5	2	-3
28	.	-13	-0.8	-1	-3
36	-2	-4	-0.8	-2	1

(listing goes on)
nr	molecule	SUMO1-SIM PPI	MLLE-PAM2 inh	Rpn11 block	DNMT1 block	Tb MetRS inh
37	Cc1cc(NC(=O)COC(=O)CCCOc2ccc(Cl)cc2C)no1	-1	-4	i	3	6.5*
38	O=C(NCCc1c[nH]c2ccccc12)c1cc(S(=O)(=O)N2CCCCC2)ccc1N1CCOCC1	37	-17	i	-8	-0.5
39	O=C(O)c1ccc(CSCc2ccccc2F)o1	-1	3	i	-1	-0.9
40	C=CC[C@H](CC(=O)NCCO)C(=O)N[C@H](COC(=O)[C@H](CC=C)CC(=O)OC(C)(C)C)c1ccccc1	-2	5	i	-1	-0.4
41	Cc1cc(S(=O)(=O)N2CCCC2)ccc1OCC(=O)NCc1ccccn1	6	-4	i	1	-0.4
42	NC(=O)c1ccccc1OCC(=O)N1CCC(Cc2ccccc2)CC1	2	-4	i	-5	-0.5
43	Cn1c(SCC(=O)NCc2ccco2)nc2ccccc2c1=O	3	-13	i	7	-1.0
44	COc1cccc(CNC(=O)CSc2ccc(-c3ccccn3)nn2)c1	-3	-3	i	2	-0.8
45	Cc1cc(NC(=O)CSc2nnc(-c3ccco3)n2Cc2ccccc2)no1	-1	-24	i	-3	-0.4
46	CC(C)NC(=O)NS(=O)(=O)c1cnccc1NC1CC2CCC1C2 (stereo not drawn)	-1	-1	i	4	-0.8
47	Cc1ccccc1Cn1c(O)c(N=NC(=S)Nc2ccccc2F)c2ccccc21	-8	24	i	-3	1.9
48	Cc1ccc(C(=O)Nc2c(N)nc(SCC(=O)NCC3CCCO3)[nH]c2=O)cc1 (stereo not drawn)	0	25	i	0	-0.7
49	CCn1c(C)c(CS(=O)(=O)c2ccccc2)[nH]c1=O	-3	38*	i	1	-1.2

nr	Scp1 inh	CSN inh	LMPTP block	NadD inh	STEP inh
37	1	-2	0.5	-2	-4
38	-9	4	0.7	5	0
39	-12	-3	-2.7	-3	-5
40	-5	-1	3.8	-7	0
41	-5	-5	-0.2	-14	-2
42	-6	-1	0.7	6	-1
43	-7	1	-2.2	5	-5
44	-3	3	1.3	1	4
45	-8	1	0.2	-9	3
46	-2	1	0.0	0	2
47	-21	7	2.4	10	2
48	-3	1	-0.8	-10	-2
49	3	-19	1.4	1	2
